# Screens (PubChem BioAssay)
# BaF3 tox: counter-screen for JAK2V617F inhibitors: parental Ba/F3 viability inhibitors | inhibition, % at 5.6 µM | CellTiter-Glo ATP luminescence | 1.1% of 220,000 active;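 active = inhibition above a per-campaign cutoff, the mean inhibition of all tested compounds plus 3 SD, cut at about 27% in these data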;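 also: 0% = DMSO wells and 100% = JAK Inhibitor I control wells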
# S1P4 ag: agonists of human S1P4 receptor; O95977; S1P4-expressing cell line, agonist reporter assay; activation, % at 4.98 µM; 0.35% of 220,000 active; AID 1509; in the data active = activation above about 11%;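 also: 0% = DMSO vehicle and 100% = reference agonist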
# Target sequence (O95977 whole entry, looked up): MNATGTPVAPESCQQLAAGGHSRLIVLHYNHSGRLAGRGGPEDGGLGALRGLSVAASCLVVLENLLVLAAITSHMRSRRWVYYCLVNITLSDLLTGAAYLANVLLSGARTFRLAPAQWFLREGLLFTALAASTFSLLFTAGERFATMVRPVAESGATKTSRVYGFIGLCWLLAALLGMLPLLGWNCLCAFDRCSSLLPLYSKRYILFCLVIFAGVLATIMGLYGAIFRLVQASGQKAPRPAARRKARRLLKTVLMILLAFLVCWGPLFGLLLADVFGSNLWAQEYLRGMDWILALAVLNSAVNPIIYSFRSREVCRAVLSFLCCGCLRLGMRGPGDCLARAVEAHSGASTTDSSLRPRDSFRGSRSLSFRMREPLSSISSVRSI
# PERK inh: human PERK inhibition, primary cell-based screen; Q9NZJ5; CHO PERK-DD fusion, SEAP luminescence translation reporter; inhibition, % at 5.6 µM; 0.17% of 220,000 active;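 active = inhibition above the mean inhibition of all tested compounds plus 3 SD, set separately per screening campaign, cut at about 2.9% in these data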;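 also: PERK kinase domain activated by AP20187 dimerizer at 100 nM; 0% = DMSO with dimerizer and 100% = rapamycin at 8.4 µM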
# TRPML3 agonist: agonists of human TRPML3 channel; Q8TDD5; HEK293 TRPML3-YFP, Fluo-8 calcium fluorescence; 100% = the carbachol control signal; activation, % at 3 µM; 0.29% of 220,000 active; AID 1448;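 active = activation above its plate's cutoff, the mean activation of the plate's test wells plus 3 SD, cut at about 12% in these data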;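 also: 0% = DMSO only wells and 100% = carbachol wells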
# Target sequence (Q8TDD5 whole entry, looked up): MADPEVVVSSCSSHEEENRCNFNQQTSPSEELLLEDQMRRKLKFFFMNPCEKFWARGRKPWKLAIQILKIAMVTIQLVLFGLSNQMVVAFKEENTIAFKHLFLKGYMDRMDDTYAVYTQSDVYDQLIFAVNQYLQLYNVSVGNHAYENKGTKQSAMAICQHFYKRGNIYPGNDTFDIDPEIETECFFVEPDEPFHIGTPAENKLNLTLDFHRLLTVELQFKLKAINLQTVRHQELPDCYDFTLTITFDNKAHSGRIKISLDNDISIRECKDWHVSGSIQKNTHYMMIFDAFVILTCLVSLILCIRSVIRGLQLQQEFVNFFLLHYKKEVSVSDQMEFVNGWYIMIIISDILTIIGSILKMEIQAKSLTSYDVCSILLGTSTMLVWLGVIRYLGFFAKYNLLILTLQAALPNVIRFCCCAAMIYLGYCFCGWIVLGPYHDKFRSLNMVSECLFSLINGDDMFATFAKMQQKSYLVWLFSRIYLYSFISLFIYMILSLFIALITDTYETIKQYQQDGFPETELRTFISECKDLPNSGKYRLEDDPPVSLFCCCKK
#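 Material: HEK293 cells stably carrying human TRPML3-YFP; compound dosing: single dose, 3 µM final nominal compound, 0.3% DMSO final; incubation: 1-h 37 °C dye load, 5-s basal, 120-s post-compound reads; technique: Fluo-8 intracellular calcium fluorescence, excitation 470-495 nm, emission 515-575 nm; read-out basis: percent activation from peak-to-basal fluorescence ratio, scaled between DMSO and carbachol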
# m-calpain inh: blocks pig calpain II enzyme activity; purified calpain II, fluorogenic peptide substrate, 30 min; 0.37% of 220,000 active; inhibition, % at 16 µM;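 active = inhibition above about 50%, limit read from the data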
# Ba/F3 V617F tox: lowers viability of Ba/F3 cells expressing EpoR and JAK2V617F; ATP luminescence; inhibition, % at 5.6 µM; 1.1% of 220,000 active; AID 1446;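 active = inhibition above the campaign mean plus 3 SD over all tested compounds, cut at about 24% in these data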;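 also: cytokine-independent growth of Ba/F3 cells driven by EpoR plus mutant JAK2; 0% = DMSO-treated cells and 100% = JAK inhibitor I control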
# zfTRPN1 agonist: activates the zebrafish TRPN1 channel; HEK293 zebrafish TRPN1-YFP, Fluo-8 calcium fluorescence; 100% = response to 87 µM carbachol; AID 1424; 0.18% of 220,000 active; activation, % at 3 µM;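 active = activation above its plate's cutoff, the mean activation of test wells on that plate plus 3 SD, cut at about 19% in these data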;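 also: 0% = DMSO alone and 100% = 87 µM carbachol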
#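 Material: zebrafish TRPN1-YFP in HEK293 cells; Doses: single test compound dose, 3 µM nominal, 0.3% DMSO; Timing: dye loading 1 h at 37 °C, then 30 min room temperature; Technique: intracellular calcium fluorescence with Fluo-8; Benchmarks: high carbachol 87 µM, low DMSO alone.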
# S1P4 antagonist: blocks the human S1P4 receptor | O95977 | S1P4-expressing cells, antagonist mode, reporter read-out | inhibition, % at 4.98 µM | 0.26% of 220,000 active | AID 1510; in the data active = inhibition above about 29%;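 also: 0% = wells stimulated with agonist and 100% = vehicle wells without agonist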
# EP2 mod: modulators of human EP2 prostaglandin E2 receptor. AID 940. induction, % at 25 µM. EP2-expressing cells, cAMP HTRF FRET, PGE2 co-stimulation. 0.83% of 260,000 active;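 active = compounds whose cAMP rise, as percent of the full-agonist control response, exceeds 60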;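 also: rat C6 glioma line stably carrying human EP2 under a CMV promoter; the protocol text gives 20 µM as final concentration; 100% = response of wells given 1 µM PGE2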
# An asterisk follows results filed as active; . = no result given; & = joins results of further samples.
SMILES,BaF3 tox,S1P4 ag,PERK inh,TRPML3 agonist,m-calpain inh,Ba/F3 V617F tox,zfTRPN1 agonist,S1P4 antagonist,EP2 mod
N#Cc1ccc(OCCN2C(=O)NC3(CCSC3)C2=O)cc1 (configuration not stated),5,0.2,1.3,0.2,17,-4,0.9,-5,-19
Cc1cc(OCC(=O)c2cccc(C(F)(F)F)c2)n2cnnc2n1,-3,0.6,0.4,0.2,-17,-3,1.2,1,-27
CC(=O)Oc1ccccc1-n1c(C)nc(=O)c(-c2ccccc2)c1C,-3,0.7,0.7,0.6,-10,-2,1.0,-17,9
CCOC(=O)c1c(NC(=O)c2cc(-c3ccc(Cl)s3)nc3ccccc23)sc(C(N)=O)c1C,2,4.1,1.1,1.0,-36,-2,-1.2,-19,11
Cn1c(C(=O)NCCN2CCN(c3ccccc3F)CC2)cc2c(=O)n(C)c3ccccc3c21,-1,-1.7,-0.6,0.1,-19,-3,-0.4,-5,8
CCn1c(SCC(=O)c2ccc(Cl)cc2)nnc1-c1ccoc1C,6,0.2,-0.8,1.8,26,1,-0.9,0,-6
COc1ccccc1N1CCN(Cc2ccc(Br)o2)CC1,7,0.8,0.5,0.5,-6,-2,-0.5,-8,5
Clc1ccc(-c2cc3ccccc3[nH]2)cc1,3,-0.4,1.2,-0.7,-87,-4,1.1,-16,-20
Cn1cc(Cl)c(C(=O)NNC(=S)NCc2ccco2)n1,3,0.5,1.0,0.6,-1,2,1.0,4,10
CCOC(=O)c1cnc(SCC(=O)Nc2ccc(NC(=O)CC)c(OC)c2)nc1N,4,0.8,-0.7,1.4,-12,0,0.2,-8,-10
C/C(=N\OCc1ccccc1)c1c(O)cc(C(C)C)n(-c2ccccc2)c1=O,6,1.3,1.2,0.0,2,0,0.4,9,28
COC(=O)c1cc(S(=O)(=O)C(C)C)c(S(C)=O)s1 (configuration not stated),-6,-1.0,0.3,1.0,-12,0,1.6,-8,-24
C/C(=N/NC(=O)C1COc2ccccc2O1)c1ccco1 (configuration not stated),3,0.9,0.7,0.7,0,3,1.5,-15,14
CC(=O)Nc1c(N)c2ccccc2oc1=O,0,2.6,-0.4,0.9,-8,-6,1.1,-5,6
COc1ccc(/C=N/NC(=O)c2ccc(NC(=O)c3cccc([N+](=O)[O-])c3)cc2)c(OC)c1,3,0.6,0.3,0.2,-135,-4,-0.4,-9,-27
COc1ccc(C(=O)n2nnc3ccccc32)cc1Br,-2,0.5,0.8,0.4,16,-2,-2.0,-20,16
CN(c1ccc(C(=O)NCc2ccccc2)cc1)S(C)(=O)=O,1,-2.2,0.2,0.8,6,-2,0.2,-20,26
N=C(N)SCc1cccc2ccccc12,0,2.0,0.3,0.9,-8,1,2.4,-13,-15
CC(C)C(=O)NC(=S)/C=C1/N(C)c2ccccc2C1(C)C,57*,2.7,0.2,0.4,-7,30*,1.6,7,-54
CCCCN(C)C(=O)c1nc2ccccn2c1CN1CCN(c2cnccn2)CC1,6,2.1,0.8,0.6,-13,4,-0.7,-4,-4
O=C(NC(=S)Nc1cccc2cnccc12)c1ccccc1,9,2.5,-0.7,1.2,-21,1,0.5,-2,-24
Cc1ccc(S(=O)(=O)N(c2ccc(Br)cc2)C2C=CS(=O)(=O)C2)cc1 (configuration not stated),11,0.3,0.5,-0.3,26,5,0.3,6,-10
C=CCNC(=S)NNC(=O)COc1ccc(Cl)cc1Cl,-2,-3.0,0.3,0.4,-7,1,-1.5,-15,-12
CC(C)(C)C(=O)Nc1c(Cl)cccc1OC(F)(F)F,-6,1.6,0.8,-0.6,-1,0,1.4,6,-12
O=C(N/N=C/C=C\c1ccccc1[N+](=O)[O-])c1ccco1,5,1.0,0.2,0.4,22,1,1.5,-6,-30

# Five compounds from above with just TRPML3 agonist.
canonical_smiles,TRPML3 agonist
O=C(NC(=S)Nc1cccc2cnccc12)c1ccccc1,1.2
Cc1ccc(S(=O)(=O)N(c2ccc(Br)cc2)C2C=CS(=O)(=O)C2)cc1 (configuration not stated),-0.3
C=CCNC(=S)NNC(=O)COc1ccc(Cl)cc1Cl,0.4
CC(C)(C)C(=O)Nc1c(Cl)cccc1OC(F)(F)F,-0.6
O=C(N/N=C/C=C\c1ccccc1[N+](=O)[O-])c1ccco1,0.4

# Continued.
SMILES,BaF3 tox,S1P4 ag,PERK inh,TRPML3 agonist,m-calpain inh,Ba/F3 V617F tox,zfTRPN1 agonist,S1P4 antagonist,EP2 mod
COc1ccc(OCCOc2ccccc2[N+](=O)[O-])cc1,5,0.1,0.2,-0.3,25,3,-0.6,-15,-33
CC(C)Oc1ccc(/C=N/NC(=O)C2CCCN2S(=O)(=O)c2ccc(Cl)cc2)cc1 (configuration not stated),-1,-1.9,-0.8,-0.6,18,-8,-2.1,-15,-10
COc1ccc(C(=O)NCCN2CCOCC2)c(OC)c1,3,-1.0,1.3,1.1,-14,0,0.8,-15,23
Cc1cc2ccccc2c(=O)n1CC(=O)N(C)c1ccc(F)cc1,4,1.2,-0.5,0.1,-19,2,0.9,3,-3
COc1ccc([N+](=O)[O-])cc1NC(=O)COC(=O)c1ccccc1C(=O)c1ccccc1,2,1.5,0.1,1.0,-8,-2,1.6,-7,22
CCn1c(-c2csc(-c3ccccc3)n2)n[nH]c1=S,0,0.4,0.6,0.3,16,0,-1.0,6,41
CCOC(=O)c1cnc(-n2nc(C)cc2C)nc1Nc1cccc(C(C)=O)c1,-3,0.1,0.4,0.0,.,-4,-0.8,10,.
Cc1ccccc1C(=O)Nc1ccccc1N1CCCCC1,1,0.3,0.9,-0.5,16,-3,-0.8,-4,60
CCN(CC)S(=O)(=O)c1ccc(C(=O)Nc2nnc(C(C)C)s2)cc1,2,0.0,0.7,0.4,14,-1,2.2,-10,-1
Clc1ccc(-c2nnc(NC3=NCCCCC3)o2)cc1,14,-1.2,0.0,0.2,11,12,1.5,11,-7
O=C(CSc1ccccn1)N/N=C/C=C/c1ccccc1,6,-0.2,1.9,0.8,19,-1,-1.2,-11,9
S=C(Nc1ccc(Cl)cc1)NN1CCOCC1,1,-1.1,1.1,0.2,-15,-1,2.2,11,-16
CCc1ccc(N2CC(C)Cn3c2nc2c3c(=O)n(CCN3CCOCC3)c(=O)n2C)cc1 (configuration not stated),2,-1.5,0.1,-1.1,-27,0,-2.1,3,7
Cc1cc(C)nc(N2CCC(C(=O)Nc3nnc(C)s3)CC2)n1,0,1.6,0.9,-0.2,-24,0,1.4,-9,16
COc1ccc(C2C(=O)c3ccccc3C2=O)c(OC)c1,-1,0.8,0.5,-0.3,4,-2,0.1,-3,3
COC(=O)c1ccc(CSc2nc3scc(-c4cccs4)c3c(=O)[nH]2)o1,3,-3.0,0.2,0.2,-101,-2,-1.2,3,-35
c1ccc(CSc2ncnc3sccc23)cc1,11,-1.9,0.6,-0.2,21,3,-0.8,-3,31
O=C(CN1CCC(Cc2ccccc2)CC1)N1CCc2ccccc2C1,1,-1.2,1.2,-0.1,6,1,0.6,10,-17
Cn1c(N2CCOCC2)nc(-c2ccccc2)c1-c1ccccc1,-2,1.1,0.5,-1.7,-268,-2,-1.7,-13,24
O=S(=O)(c1cc(Cl)ccc1Cl)N1CCCCC1,0,-0.1,0.5,-0.3,0,-3,-2.8,-11,47
CCOC(=O)C(=O)c1c(C)cc2ccccn12,10,2.6,0.5,0.0,5,1,-1.3,-27,-4
COc1ccc(S(=O)(=O)N(Cc2cc3ccc(OC)cc3[nH]c2=O)CC2COCCO2)cc1 (configuration not stated),3,3.0,-0.8,0.8,-69,-1,-0.5,-17,-6&-38
CCOC(=O)Cn1nnc(-c2cc(OC)c(OC)c(OC)c2)n1,5,0.5,0.3,1.4,8,0,1.8,1,-23
Cc1ccc2cc([N+](=O)[O-])ccc2n1,0,1.0,1.5,0.8,-11,-5,-0.1,2,13
O=c1c2ccccc2nc(/C=C/c2ccc3c(c2)OCO3)n1CCCO,3,0.0,0.9,-0.3,-6,-2,-1.1,-10,-34

# Remaining list, next part.
SMILES,BaF3 tox,S1P4 ag,PERK inh,TRPML3 agonist,m-calpain inh,Ba/F3 V617F tox,zfTRPN1 agonist,S1P4 antagonist,EP2 mod
CC#CC[N+](C)(C)CCCCCCCC,63*,0.5,0.5,0.9,-1,66*,0.1,-34,12
C=CCn1c(SCC(=O)Nc2ccc(C)cc2C)nnc1-c1cccnc1,5,-0.1,-0.3,0.6,-54,0,0.3,-2,6
Cc1cc2c(c(=O)n1Cc1ccc3c(c1)OCO3)C(c1cccnc1)C(C#N)=C(N)O2 (configuration not stated),7,0.9,0.9,-0.3,-59,6,1.0,-2,-6
O=C(Cn1cnc2ccccc21)NCCCN1CCOCC1,-1,0.4,-0.2,-0.4,-8,-3,1.0,-18,1
COc1nnc(-c2ccc(N3CCOCC3)c(NC(C)=O)c2)c2ccccc12,1,-1.1,-0.7,0.6,-50,-2,-0.1,7,-41
CCOC(=O)c1c(-c2ccccc2)oc2ccc(O)c(CN3CCOCC3)c12,3,-3.7,-0.2,-0.3,7,-1,-1.5,21,33
CCOCCOC(=O)c1[nH]c2c(c1C)C(=O)CC(c1cccs1)C2 (configuration not stated),80*,0.6,0.6,-0.1,-9,80*,-1.0,2,-24
CCS(=O)(=O)n1nc(-c2ccco2)nc1SC,5,0.7,-0.3,0.5,6,0,1.1,-10,4
COC(=O)c1ccc(CN2C(=O)NC3(CCCCC3C)C2=O)o1 (configuration not stated),3,-0.2,1.1,0.9,-3,1,5.6,1,-13
CC(C)(C)n1nc2c(c1NC(=O)c1cc3ccccc3o1)CSC2,2,-1.3,0.6,0.1,-33,-3,-0.4,-10,-4
CSc1nc2[nH]c3c(c2c2nncn12)CC(C)(C)OC3,8,-1.1,0.2,0.6,4,4,0.9,-14,30
O=C(Nc1ccc(Cl)cc1)Nc1nnc(CSCc2ccc(Cl)cc2)s1,5,-2.3,-0.3,0.6,4,1,0.5,-12,9
COc1ccc(NC(=O)C2=C(C)Nc3nc(CCCO)nn3C2c2ccc(OC)c(OC)c2)cc1 (configuration not stated),4,1.0,1.9,0.6,-13,-1,0.9,-4,-6
CC(=O)NCCOc1ccc2oc3ccccc3c2c1,7,-4.7,0.7,0.7,-4,-2,0.5,-11,-12
O=C(Nc1ccccn1)C1COc2ccccc2O1 (configuration not stated),-1,1.1,0.1,0.6,-12,4,2.0,-18,8

# Grouped by structure, those above with a tert-butyl group (2)
SMILES,BaF3 tox,S1P4 ag,PERK inh,TRPML3 agonist,m-calpain inh,Ba/F3 V617F tox,zfTRPN1 agonist,S1P4 antagonist,EP2 mod
CC(C)(C)C(=O)Nc1c(Cl)cccc1OC(F)(F)F,-6,1.6,0.8,-0.6,-1,0,1.4,6,-12
CC(C)(C)n1nc2c(c1NC(=O)c1cc3ccccc3o1)CSC2,2,-1.3,0.6,0.1,-33,-3,-0.4,-10,-4
